Screening data as filed in PubChem.
Ba/F3 V617F tox = lowers viability of Ba/F3 cells expressing EpoR and JAK2V617F; ATP luminescence; inhibition, % at 5.6 µM; hit rate 1.1% among 220,000; AID 1446;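 active = inhibition above the campaign mean plus 3 SD over all tested compounds, cut at about 24% in these data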;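 note: cytokine-independent growth of Ba/F3 cells driven by EpoR plus mutant JAK2; 0% = DMSO-treated cells and 100% = JAK inhibitor I control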
S1P4 antagonist = human S1P4 receptor antagonism; O95977; S1P4-expressing cells, antagonist mode, reporter read-out; inhibition, % at 4.98 µM; hit rate 0.26% among 220,000; in the data active = inhibition above about 29%;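 note: 0% = wells stimulated with agonist and 100% = vehicle wells without agonist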
S1P4 agonist = agonists of human S1P4 receptor; O95977; S1P4-expressing cell line, agonist reporter assay; activation, % at 4.98 µM; hit rate 0.35% among 220,000; AID 1509; in the data active = activation above about 11%;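 note: 0% = DMSO vehicle and 100% = reference agonist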
RBBP9 inhibitor = blocks human serine hydrolase RBBP9. hit rate 0.2% among 220,000. recombinant RBBP9, FP-Rh probe fluorescence polarization. inhibition, % at 7.94 µM. O75884;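 active = inhibition above the campaign mean of all tested compounds plus 3 SD, cut at about 14% in these data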;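 note: plate controls were DMSO wells with RBBP9 for no effect and wells lacking RBBP9 protein for full effect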
Target sequence (O75884 whole entry, looked up): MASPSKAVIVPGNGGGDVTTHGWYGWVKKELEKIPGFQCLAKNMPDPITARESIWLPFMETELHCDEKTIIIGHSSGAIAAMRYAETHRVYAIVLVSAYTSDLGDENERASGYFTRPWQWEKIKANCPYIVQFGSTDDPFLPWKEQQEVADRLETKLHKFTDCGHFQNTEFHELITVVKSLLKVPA
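Material: RBBP9 protein. Amount: RBBP9 at 2.5 µM in dispensed solution, before mixing. Schedule: 30 min then 45 min, 25 °C. Medium: Tris buffer pH 8.0, NaCl, Pluronic. Measured by: fluorescence polarization. Measure: percent inhibition from mP, scaled between DMSO and no-protein wells. Replication: one well per compound.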
NPY-Y1 antag = antagonists of human neuropeptide Y receptor Y1 | HEK293-CNG Y1 cells, membrane potential fluorescence; NPY at EC95, then isoproterenol | inhibition, % at 3.6 µM | hit rate 1% among 200,000;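 active = inhibition above the campaign mean inhibition of all tested compounds plus 3 SD, cut at about 20% in these data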;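 note: 0% = DMSO wells given NPY plus isoproterenol and 100% = isoproterenol alone without NPY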
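Material: HEK293 Y1/CNG channel cell line; also added: NPY (25 nM), isoproterenol (1 µM), Ro 20-1724 (25 µM); doses: one concentration, 3.6 µM, in 0.4% DMSO; schedule: compound incubation 1 h at room temperature, readout 45 min post-stimulation; technique: membrane potential fluorescence; measure: fluorescence ratio normalized to % inhibition between controls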
NPY-Y1 PAM-ag = human NPY-Y1 potentiation or agonism, primary screen; P25929; NPY-Y1 expressing cells, potentiator/agonist activation; activation, % at 3.6 µM; hit rate 0.37% among 220,000; in the data active = activation above about 33%, passing the limit was not always enough;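 note: cells stimulated with NPY at EC10 then isoproterenol at EC100; 0% = low agonist plus stimulus and 100% = saturating agonist plus stimulus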
BaF3 tox = counter-screen for JAK2V617F inhibitors: parental Ba/F3 viability inhibitors; CellTiter-Glo ATP luminescence; inhibition, % at 5.6 µM; hit rate 1.1% among 220,000;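 active = inhibition above a per-campaign cutoff, the mean inhibition of all tested compounds plus 3 SD, cut at about 27% in these data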;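 note: 0% = DMSO wells and 100% = JAK Inhibitor I control wells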
Runt-CBFb FRET = blocks binding of human RUNX1 Runt domain to CBFb. Cerulean-Runt/Venus-CBFb FRET ratio 530/480, 1 h. hit rate 0.46% among 220,000. inhibition, % at 20 µM. AID 1496;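 active = inhibition over about 50% at 20 µM in the single-dose screen, limit read from the data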;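 note: 0% = DMSO wells and 100% = excess unlabeled CBFb competitor control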
Target sequence (Q01196 whole entry, looked up, the tested form may be a part): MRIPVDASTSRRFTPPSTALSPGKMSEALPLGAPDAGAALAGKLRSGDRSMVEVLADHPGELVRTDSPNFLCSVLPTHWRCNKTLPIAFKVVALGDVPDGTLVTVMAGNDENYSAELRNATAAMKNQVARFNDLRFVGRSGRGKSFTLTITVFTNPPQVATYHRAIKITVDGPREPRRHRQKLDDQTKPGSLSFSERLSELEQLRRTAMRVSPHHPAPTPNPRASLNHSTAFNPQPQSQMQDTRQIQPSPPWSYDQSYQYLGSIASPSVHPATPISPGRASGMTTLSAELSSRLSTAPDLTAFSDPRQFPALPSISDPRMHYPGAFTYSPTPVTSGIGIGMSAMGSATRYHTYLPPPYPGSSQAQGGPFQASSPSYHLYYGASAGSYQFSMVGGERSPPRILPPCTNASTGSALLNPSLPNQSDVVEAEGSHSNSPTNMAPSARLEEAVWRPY
Target sequence (Q13951 whole entry, looked up, the tested form may be a part): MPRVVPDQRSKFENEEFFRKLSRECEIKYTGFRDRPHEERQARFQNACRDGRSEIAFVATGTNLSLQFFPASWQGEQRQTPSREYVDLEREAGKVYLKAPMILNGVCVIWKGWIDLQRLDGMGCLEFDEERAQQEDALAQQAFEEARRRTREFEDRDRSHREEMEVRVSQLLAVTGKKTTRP
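Assay system: Cerulean-tagged RUNX1 Runt domain (FRET donor) fusion protein / Amount: 100 nM each of Venus-CBFb and Cerulean-Runt domain / Medium: Tris buffer pH 7.5 with salts and BSA / Also added: Venus-CBFb 100 nM / Schedule: 1 h complex formation plus 1 h compound treatment, room temperature / Signal: FRET fluorescence / Read-out: loss of energy transfer signal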
NPY2 pot ag = human NPY-Y2 potentiation or agonism, primary screen | AID 1359 | P49146 | hit rate 0.45% among 220,000 | cells expressing NPY-Y2, potentiator/agonist read-out | activation, % at 3.6 µM; in the data active = activation above about 27%;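 note: cells stimulated with NPY near EC25 plus isoproterenol at EC100; 0% = vehicle plus submaximal agonist and 100% = vehicle plus saturating agonist; some results beyond the cut were filed as inactive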
An asterisk follows results filed as active; / = no result given. Hits appear at their usual frequency; any-hit rate near 3.6%.

SMILES	Ba/F3 V617F tox	S1P4 antagonist	S1P4 agonist	RBBP9 inhibitor	NPY-Y1 antag	NPY-Y1 PAM-ag	BaF3 tox	Runt-CBFb FRET	NPY2 pot ag
CC(C)(C)c1cc(-n2ccnc2)n2ncc(-c3ccc(Cl)cc3)c2n1	1	-4	-1.7	8	8	-14	7	-2	-10
COc1ccc(NC(=O)/C(C#N)=C/c2ccc3c(c2)n(C)c(=O)n3C)cc1	3	-4	-1.8	0	2	-9	7	-28	4
N#Cc1cc(C#N)c(N2CCN(c3cccc(Cl)n3)CC2)nc1N	6	-5	0.1	1	2	-7	9	2	-8
O=C(COc1cccc(NC(=O)c2cccs2)c1)c1ccc(F)cc1	0	-14	0.0	-6	0	-22	7	-1	-9
Cc1ccc(Nc2c(-c3ccccc3O)nc3ncccn23)cc1	4	16	-1.1	1	/	13	0	-1	9
O=C1Cc2ccccc2Sc2c(OCCN3CCCCC3)cccc21	1	-10	-0.5	-5	19	-18	6	3	-18
Cc1cc(=O)[nH]c(SCc2cccc(F)c2)n1	3	-2	1.3	-2	5	-9	7	0	-2
Cc1cc(C)c(S(=O)(=O)N2CCCCCC2)cc1Br	-2	-6	-2.0	4	14	-15	3	1	-10
O=C1CCCC2=C1C(c1cccc(Br)c1)n1nc(-c3ccco3)nc1N2 (configuration not stated)	0	-17	2.3	2	-2	7	2	/	7
CC(=O)OCc1cc2cccc(C)c2[nH]c1=O	-4	-2	-0.5	8	1	-6	-1	-2	9
CCSc1nnc(-c2ccc(S(=O)(=O)N3CCCC3)cc2)n1C	0	-10	0.5	3	1	19	1	0	-1
Cc1cc(C(=O)CSc2nc(N)cc(=O)[nH]2)c(C)n1-c1cccc(F)c1	-4	-14	0.6	-8	0	10	5	3	-13
COC(=O)c1ccc(C2C(C#N)=C(C)NC3=C2C(=O)CC(C)(C)C3)cc1 (configuration not stated)	-5	-33	1.3	3	-2	7	-2	27	-4
CCCC1(C(=O)OC)NC(c2cccc(F)c2)C2C(=O)N(CC)C(=O)C21 (configuration not stated)	-1	-15	0.1	2	1	0	-4	2	9
Clc1ccc(Nc2ccc(Cl)nn2)cc1	1	-5	-0.4	-12	/	4	3	-2	5
CCOC(=O)C(CCCOc1ccccc1)C(=O)OCC	-2	4	-2.9	-13	0	16	1	2	5
O=C(NCc1ccco1)C1(c2ccc(Cl)cc2)CCCC1	-1	1	-0.3	6	6	4	5	3	-8
COc1cccc(OC)c1C(=O)Nc1ccccc1C(=O)N1CCOCC1	0	-7	-3.2	-4	-6	12	7	1	-15
CCn1nc(C(=O)OC(C(=O)c2c[nH]c3ccccc23)c2ccccc2)c2ccccc2c1=O (configuration not stated)	2	10	-1.0	-47	6	-19	7	0	-5
O=C1CCc2cc(S(=O)(=O)NCCC(=O)N3CCN(c4cccc(Cl)c4)CC3)ccc2N1	1	-6	-0.5	-14	-3	16	9	-2	1
CN(CCOC(=O)c1cccc(F)c1)Cc1ccccc1	4	-16	0.9	7	26*	-2	9	1	-2
COc1ccc2o/c(=N\O)c(C(=O)Nc3ccccc3OC)cc2c1	3	8	-1.3	-1	3	-5	6	19	-2
O=C(NCCCN1CCOCC1)c1cc2c(=O)[nH]c3ccccc3c2s1	0	0	-0.2	-3	3	-9	8	1	0
COC(=O)c1ccccc1NC(=O)C1CCCN(c2nnc(-n3cccc3)s2)C1 (configuration not stated)	-6	-6	1.0	-6	8	-12	1	0	5
O=C(CC1CS(=O)(=O)CC1CC(=O)Nc1ccc2c(c1)OCCO2)Nc1ccc2c(c1)OCCO2 (configuration not stated)	-3	-7	0.9	-6	-2	-3	0	5	0

One compound at a time (already shown). Screens in order: Ba/F3 V617F tox | S1P4 antagonist | S1P4 agonist | RBBP9 inhibitor | NPY-Y1 antag | NPY-Y1 PAM-ag | BaF3 tox | Runt-CBFb FRET | NPY2 pot ag
CCOC(=O)C(CCCOc1ccccc1)C(=O)OCC is listed with -2 | 4 | -2.9 | -13 | 0 | 16 | 1 | 2 | 5
COc1cccc(OC)c1C(=O)Nc1ccccc1C(=O)N1CCOCC1 is listed with 0 | -7 | -3.2 | -4 | -6 | 12 | 7 | 1 | -15
COc1ccc2o/c(=N\O)c(C(=O)Nc3ccccc3OC)cc2c1 is listed with 3 | 8 | -1.3 | -1 | 3 | -5 | 6 | 19 | -2
O=C1CCCC2=C1C(c1cccc(Br)c1)n1nc(-c3ccco3)nc1N2 (configuration not stated) is listed with 0 | -17 | 2.3 | 2 | -2 | 7 | 2 | / | 7
COC(=O)c1ccc(C2C(C#N)=C(C)NC3=C2C(=O)CC(C)(C)C3)cc1 (configuration not stated) is listed with -5 | -33 | 1.3 | 3 | -2 | 7 | -2 | 27 | -4

New compounds follow
SMILES	Ba/F3 V617F tox	S1P4 antagonist	S1P4 agonist	RBBP9 inhibitor	NPY-Y1 antag	NPY-Y1 PAM-ag	BaF3 tox	Runt-CBFb FRET	NPY2 pot ag
CN(C)S(=O)(=O)c1cccc(NC(=O)c2ccc(Sc3nncn3C)c([N+](=O)[O-])c2)c1	2	-8	0.5	0	0	0	4	0	-10
Cc1csc(NC(=O)C2C3C=CC(C3)C2C(=O)O)n1 (configuration not stated)	3	2	2.2	4	5	9	5	0	-8
CC(C)(C)NC(=O)C(c1ccc(O)cc1)N(C(=O)CCC(=O)Nc1nccs1)c1cccc(F)c1 (configuration not stated)	1	-9	-0.9	0	-7	4	5	0	6
Cc1c(NC(=O)C(C)OC(=O)CNC(=O)c2ccccc2)c(=O)n(-c2ccccc2)n1C (configuration not stated)	2	0	0.8	-9	6	1	3	2	-4
COc1cc(/C=N/NC(=O)CSc2cc(C)c(Br)cc2C)ccc1O	-1	-5	0.3	-7	1	5	3	2	-15
CCN(CC)C(=O)Oc1ccc2ccccc2c1Cl	4	0	1.5	-4	0	-22	12	-4	-5
CC(C)(C)N(Cc1ccccc1)C(=O)COC(=O)CCc1c[nH]c2ccccc12	1	11	-1.7	-4	-3	-4	3	0	1
Cc1ccc(CSc2nnc(Nc3ccc(C)cc3)s2)cc1	-5	-1	0.4	0	7	-23	-1	0	-17
COc1cc2c(cc1OC)C1(Nc3c-2c(-c2ccccc2)nn3-c2ccccc2)C(=O)Nc2ccccc21 (configuration not stated)	-5	-21	0.0	-7	0	11	2	-4	13
O=C(N/C=C/n1cnc2cc(C(F)(F)F)ccc21)c1ccccc1	11	16	1.4	0	-4	-16	8	-4	-16
CC(C)OC(=O)c1ccc(NC(=O)CSc2nc3ncccc3[nH]2)cc1	2	-7	-0.2	-11	-3	0	4	0	15
S=C(NCC1CCCCC1)Nc1cccnc1	2	-12	0.3	-11	8	22	3	0	-4
Nc1ccc2c(c1)COC2=O	2	-8	-0.8	-6	-3	16	1	-1	2
COc1cc(C(=O)NCC(=O)OCC(=O)c2ccc[nH]2)cc(OC)c1OC	0	-12	-0.8	-9	6	-2	10	2	-24
CSCC[C@H](NC(=O)Nc1ccc(Oc2ccccc2)cc1)C(=O)O	-1	-19	-0.5	0	/	8	1	-2	-7
CN(C)S(=O)(=O)c1ccc(C(=O)OCC(=O)NCc2ccco2)cc1	-4	-16	-0.1	7	-2	-3	-2	3	0
COc1cc(-c2nc(-c3ccc(Br)o3)no2)cc(OC)c1OC	-1	0	-0.7	-7	2	0	7	1	6
O=C(NNC(=S)Nc1ccccc1C(F)(F)F)c1ccc(Br)o1	0	-16	0.6	-2	6	-9	5	3	-36
Cc1cc(/C=C2\SC(N)=NC2=O)c(C)n1-c1ccc(F)cc1	5	-1	-0.1	-16	2	-4	10	5	-3
Cc1ccc(S(=O)(=O)NNC(=S)Nc2cccc(C)c2C)cc1	-4	-6	2.1	3	/	1	-1	10	-2
S=c1[nH]cc(-c2ccc(Cl)cc2)n1Cc1ccccc1	-3	-9	-0.5	-8	/	20	-3	7	12
O=C(CSc1cccc[n+]1[O-])Nc1cccc(Oc2ccccc2)c1	2	-6	-0.1	-3	2	5	4	0	3
CCOC(=O)C1=C(c2ccccc2)NC(=O)NC1c1ccc(OC)c(OC)c1 (configuration not stated)	1	0	0.1	3	-3	6	5	1	0
CC(C)CC(=O)NC(=S)Nc1ccc(N2CCCC2)c(Cl)c1	-5	-5	-0.2	1	/	0	0	7	-12
COc1ccc(NC2=C(C(C)=O)C(c3ccccc3)C(C(C)=O)C(C)(O)C2)cc1 (configuration not stated)	-4	7	0.8	6	/	11	-1	0	-23
COc1cc(C2C(C#N)=C(N)OC3=C2C(=O)CCC3)c([N+](=O)[O-])cc1OC (configuration not stated)	0	-6	0.5	-4	-3	6	9	-14	9
CC1CC2(CC(C)(C(=O)CSc3nc4ccccc4s3)OC2=O)C(=O)O1 (configuration not stated)	1	-26	0.9	-1	1	-2	3	0	-15

Part of the list above in order of molecular weight, lowest first:
SMILES	Ba/F3 V617F tox	S1P4 antagonist	S1P4 agonist	RBBP9 inhibitor	NPY-Y1 antag	NPY-Y1 PAM-ag	BaF3 tox	Runt-CBFb FRET	NPY2 pot ag
Cc1ccc(Nc2c(-c3ccccc3O)nc3ncccn23)cc1	4	16	-1.1	1	/	13	0	-1	9
CC(C)OC(=O)c1ccc(NC(=O)CSc2nc3ncccc3[nH]2)cc1	2	-7	-0.2	-11	-3	0	4	0	15
COc1cc2c(cc1OC)C1(Nc3c-2c(-c2ccccc2)nn3-c2ccccc2)C(=O)Nc2ccccc21 (configuration not stated)	-5	-21	0.0	-7	0	11	2	-4	13
